Screening data (PubChem)
PRMT1 inh: PRMT1 methyltransferase inhibitors, primary screen, biochemical, fluorescence polarization. recombinant PRMT1, activity-based probe fluorescence polarization. inhibition, % at 2.79 µM. 370,000 tested, 1.3% active. Protein arginine N-methyltransferase 1 (Homo sapiens), Q99873. AID 652257, 2013;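 active = inhibition above about 21% made by adding two undisclosed values, limit read from the data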
Rev-erbA mod: modulators of Rev-erb alpha DNA binding, primary screen, biochemical, FITC-DNA, fluorescence polarization, uHTS | Nuclear receptor subfamily 1 group D member 1 (Homo sapiens), P20393 | Rev-erbα–FITC-DNA binding, 90 min | activity, % at 10 µM | 370,000 tested, 0.79% active | AID 1259318, 2017;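 active = activity above about 14%, limit read from the data; passing the limit was not always enough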;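 note: 0% = DMSO wells with 35 nM protein and 100% = DMSO wells with 750 nM protein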
HTRA1 inh: HTRA1 serine protease inhibitors, primary screen, biochemical, fluorescence polarization, HTS; Q92743; recombinant HTRA1, FP-rhodamine activity-based probe; inhibition, % at 5.96 µM; 340,000 tested, 0.5% active; AID 504803, 2011; in the data active = inhibition above about 36%;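 note: 0% = enzyme with DMSO and 100% = wells lacking enzyme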
Target sequence (Q92743 whole entry, looked up): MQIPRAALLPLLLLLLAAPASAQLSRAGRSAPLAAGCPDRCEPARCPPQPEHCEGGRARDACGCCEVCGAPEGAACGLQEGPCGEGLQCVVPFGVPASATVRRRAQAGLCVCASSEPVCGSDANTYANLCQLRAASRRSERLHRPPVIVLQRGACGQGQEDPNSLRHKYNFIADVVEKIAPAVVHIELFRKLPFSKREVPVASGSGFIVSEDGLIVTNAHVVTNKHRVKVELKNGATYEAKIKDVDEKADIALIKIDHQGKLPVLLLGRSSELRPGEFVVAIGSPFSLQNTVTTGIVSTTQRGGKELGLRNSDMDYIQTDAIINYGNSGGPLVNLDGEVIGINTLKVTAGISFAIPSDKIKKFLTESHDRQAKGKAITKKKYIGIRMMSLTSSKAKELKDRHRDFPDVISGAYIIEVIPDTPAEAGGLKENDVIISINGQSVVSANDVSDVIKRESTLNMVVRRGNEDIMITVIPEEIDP
LEDGF integ inh: blockers of LEDGF/p75-dependent integrase strand transfer – biochemical, TR-FRET, high throughput, primary screen. HIV-1 integrase (with human LEDGF/p75). TR-FRET IN-LEDGF/p75 DNA integration, Eu/Cy5. inhibition, % at 3.7 µM. 370,000 tested, 0.64% active;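 active = inhibition above the screen-wide mean plus 3 SD, cut at about 13% in these data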;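 note: signal is the Cy5 over europium emission ratio at 671 and 618 nm; 0% = plate median of compound wells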
TCR-CD3 inh: inhibitors of human TCR-CD3 interaction, primary screen, biochemical, fluorescence, TAMRA-labeled TCR probe | AID 651800, 2012 | inhibition, % at 9.4 µM | T-cell receptor (TCR) | 360,000 tested, 0.37% active; in the data active = inhibition above about 19%;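 note: recombinant mutant TCR 2C K166C tagged with TAMRA read by polarization; 0% = receptor in buffer alone and 100% = receptor with positive control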
PG9 Ab binder: binders of HIV-1 gp120 antibody PG9, primary screen, biochemical, TR-FRET | 360,000 tested, 0.43% active | inhibition, % at 6.7 µM | TR-FRET gp120-PG9 antibody binding | AID 624416, 2012; in the data active = inhibition above about 8.5%
rCAG binder: binders of r(CAG) RNA repeats, primary screen, biochemical, fluorescence. 370,000 tested, 1.3% active. r(CAG) RNA repeat, TO-PRO-1 dye displacement fluorescence. AID 651821, 2012. inhibition, % at 3 µM;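 active = inhibition above the plate cutoff, the mean of all test compounds on that plate plus 3 SD, cut at about 35% in these data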;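 note: 0% = DMSO alone and 100% = 100 µM mitoxantrone as full dye displacement; higher means more dye released from RNA so lower well fluorescence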
ABHD4 inh: ABHD4 inhibitors, primary screen, biochemical, fluorescence polarization, mouse; (Lyso)-N-acylphosphatidylethanolamine lipase (Mus musculus), Q8VD66; purified mABHD4, FP-Rh probe fluorescence polarization; inhibition, % at 8.92 µM; 370,000 tested, 0.54% active; AID 720543, 2013;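 active = inhibition exceeding the mean over every tested compound plus 3 SD, cut at about 30% in these data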;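 note: 0% = plate median of compound wells and 100% = S159A mutant with DMSO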
Target sequence (Q8VD66 whole entry, looked up): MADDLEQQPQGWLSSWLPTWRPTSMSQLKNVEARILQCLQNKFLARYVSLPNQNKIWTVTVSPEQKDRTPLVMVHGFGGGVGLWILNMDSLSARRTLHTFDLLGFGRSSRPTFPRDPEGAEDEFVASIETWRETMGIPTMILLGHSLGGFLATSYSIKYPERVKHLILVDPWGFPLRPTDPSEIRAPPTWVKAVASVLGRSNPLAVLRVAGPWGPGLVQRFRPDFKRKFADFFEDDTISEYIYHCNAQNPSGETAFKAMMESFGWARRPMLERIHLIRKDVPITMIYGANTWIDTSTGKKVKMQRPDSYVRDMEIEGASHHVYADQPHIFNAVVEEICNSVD
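Test system: mABHD4 protein; Read-out basis: % inhibition; Incubation: 45 min + 60 min at 25 °C; Repeats: single replicate; Technique: fluorescence polarization with parallel and perpendicular emission, 525/598 nm; Compound: 8.92 µM, single dose; Benchmarks: full inhibition S159A mutant plus DMSO, zero as sample-well median.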
SIAE primary: human SIAE inhibitors, primary screen, biochemical, fluorescence polarization, FP-Rh probe, 1536-well HTS | Sialate O-acetylesterase (Homo sapiens), Q9HAT2 | SIAE FP-Rh probe binding | inhibition, % at 9.66 µM | 370,000 tested, 0.69% active;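 active = inhibition above a cutoff: mean of compounds within the control limits plus 3 SD of those, cut at about 17% in these data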;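 note: 0% = plate median of compound wells and 100% = probe without SIAE protein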
TDP2 inh: human TDP2 enzyme inhibitors, primary screen, biochemical, epi absorbance, recombinant enzyme; Tyrosyl-DNA phosphodiesterase 2 (Homo sapiens), O95551; T5PNP hydrolysis, p-nitrophenol absorbance 415 nm; inhibition, % at 12.8 µM; 370,000 tested, 0.34% active;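 active = inhibition above the mean of all tested compounds plus 3 SD, set per campaign, cut at about 25% in these data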;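 note: 0% = DMSO with enzyme and 100% = buffer with substrate but no TDP2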
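Read-out basis: percent inhibition. System: recombinant human TDP2. Buffer or medium: Mg2+-containing Tris-HCl buffer, pH 7.5. Repeats: single replicate. Timing: reaction 2 h, 37 °C. Benchmarks: high control without enzyme, low control DMSO plus TDP2. Probe or stimulus: 5 mM T5PNP. Doses: 12.8 µM only. Measured by: epi absorbance of p-nitrophenol freed from T5PNP by hydrolysis.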
* hit, by the source's call; x = not tested or not shown. The list is partial; the hit share may differ from the screen's.

SMILES	PRMT1 inh	Rev-erbA mod	HTRA1 inh	LEDGF integ inh	TCR-CD3 inh	PG9 Ab binder	rCAG binder	ABHD4 inh	SIAE primary	TDP2 inh
COc1ccc(CN2CCN(Cc3ccc(OC)c(OC)c3OC)CC2)cc1	0	7	0	2	0	-1.6	-9	23	-4	14
CCc1nnc(NC(=O)c2cc(-c3ccncc3)nc3ccccc23)s1	5	-3	1	1	-9	2.2	5	-7	-6	6
Cn1ncc(Cl)c1C(=O)N1CCN(C23CC4CC(CC(C4)C2)C3)CC1	3	-5	2	-1	-4	-1.2	-12	-2	-1	3
CC1=C(CC(=O)c2ccccc2)C(=O)c2ccccc2C1=O	3	10	0	9	2	-2.3	3	4	-15	6
O=C(O)CCNc1nc(C(F)(F)F)nc2ccccc12	2	-2	4	1	-2	-0.7	-2	2	0	5
CCOC(=O)c1cc(-c2ccc(OC)cc2)nn1-c1ccc(C(=O)O)cc1	-2	-4	-4	4	7	0.8	8	0	-3	-5
Cc1noc(C)c1S(=O)(=O)Nc1ccc2c(c1)C(=O)N([C@H](C)CO)C[C@H](C)[C@@H](CN(C)C(=O)NC(C)C)O2	-5	6	2	5	0	-0.1	4	7	3	-1
Cc1cc(C)c(NC(=O)Cn2c(=O)n(Cc3ccco3)c(=O)c3ccccc32)c(C)c1	0	3	-9	4	2	-0.7	-2	-3	-6	15
CCN1CCN(C(=O)CCc2nnc(CCc3ccc(OC)cc3)o2)[C@@H](C)C1=O	4	2	-4	-1	3	-1.0	-4	-9	-1	1
COc1ccccc1N(CC(=O)N1CCC(C(N)=O)CC1)S(=O)(=O)c1ccccc1	6	3	-3	-5	-4	0.3	-1	4	-6	12
COc1cc(C)c(S(=O)(=O)NCCCn2ccnc2)cc1C	6	2	7	3	-9	1.6	-4	-9	-4	-16
O=C(NC1CCCCC1)C(c1ccncc1)N(C(=O)c1csnn1)c1cccc(F)c1 (configuration not stated)	-1	1	2	-2	7	-1.1	3	0	9	-15
Cc1nc(N2CCN(C(=O)c3cnccn3)CC2)c2c3c(sc2n1)CC(C(C)(C)C)CC3 (configuration not stated)	4	-2	2	-4	-6	-1.4	3	-1	-2	12
COc1ccc(/C=N/NC(=O)CCC(=O)Nc2ccc(Br)cc2)c(OC)c1	5	4	-27	3	-10	1.8	6	-29	-8	-20
CC1CN(Cc2ccccc2)c2ccccc2NC1=S (configuration not stated)	4	-1	-9	-5	0	-2.3	5	-7	-3	2
C=C1CCN([C@H](C(=O)NCc2ccc(OC)cc2)C(C)C)S(=O)(=O)c2ccccc21	0	5	-10	-3	-1	1.7	-2	-4	5	3
CS/C(N)=N/C(=S)Nc1cccc(Cl)c1	3	-6	-17	-6	-10	0.3	-4	-6	-11	-17
CN(C)S(=O)(=O)Nc1ccc(Oc2ccccc2)cc1	4	9	-11	2	-7	1.1	-3	-9	-5	4
CCn1cc(C(=O)OC(C)C(=O)Nc2c(C)n(C)n(-c3ccccc3)c2=O)c(=O)c2ccc(C)nc21 (configuration not stated)	2	-5	-4	0	7	1.4	-7	2	2	7
CCn1c(COc2ccccc2C(N)=O)nc2ccccc21	1	-6	4	2	2	1.4	0	7	3	6
O=C(CSc1ccc(F)cc1)N1CCN(S(=O)(=O)c2ccccc2)CC1	-2	4	5	2	4	-2.4	-3	-11	-9	-17
Cc1ccc(CNc2ccc(CNc3ncn[nH]3)cc2)cc1	2	5	6	0	6	-1.8	1	4	0	8
Cc1scc(-c2n[nH]c(=S)n2Cc2ccccc2)c1C	3	-3	5	0	1	-2.5	3	-2	4	5
Cc1nn(Cc2c(F)c(F)c(F)c(F)c2F)c(C)c1NC(=O)c1c([N+](=O)[O-])cnn1C	3	4	-5	-1	4	0.4	3	3	2	3
Cc1c(C(=O)NNC(=S)Nc2ccc(S(N)(=O)=O)cc2)oc2ccccc12	0	3	12	-4	4	-1.8	52*	6	5	-6
CN(CC(=O)Nc1ccc(Cl)c(Cl)c1)C(=O)C12CC3CC(CC(C3)C1)C2	-1	2	2	1	3	-2.0	0	4	-6	-4
Cc1ccnc(NC(=O)CCC(=O)N(CC(=O)NCc2ccc(F)cc2)Cc2ccco2)c1	0	9	4	2	0	-2.9	-1	-7	0	-3
Cc1ccccc1C(=O)Nc1nnc(CC(=O)N/N=C/c2ccco2)s1	-4	6	6	1	14	-3.8	3	6	-4	-6
CCOc1ccccc1OCC(=O)Nc1ccccc1C(=O)NC1CC1	-4	-5	-3	-2	1	-0.5	-8	0	15	6
O=[N+]([O-])c1ccc(Nc2ccccc2O)c([N+](=O)[O-])c1	-7	8	9	3	1	1.0	6	10	13	-4
CSc1nc(-c2ccccc2)nc2c1COC(C)(C)C2	-3	-2	-5	-1	4	0.2	-6	-1	-3	1
CC(=O)c1ccc([C@H](O)[C@H](C)C(=O)N(C)c2ccccc2)cc1	-2	-1	x	2	x	x	0	7	15	4
O=C(CNC(=O)COc1ccccc1)NCCN1CCOCC1	-1	-10	-1	2	5	2.4	6	3	-4	3
CC(C)(C)C1CCC(=NNC(=O)c2ccco2)CC1 (configuration not stated)	3	0	4	-3	1	-1.1	0	5	4	8
CC(=O)c1c(Nc2ccccc2)sc(C(=O)c2ccccc2)c1C	-1	2	-21	-2	7	-0.7	2	-1	-3	2
O=C(N/N=C1/CCSC1)c1cccc([N+](=O)[O-])c1	4	-1	3	-4	-7	0.8	2	13	6	0
Cc1cc(C)cc(OCC(=O)NNC(=O)CCC(=O)NCc2ccccc2)c1	1	0	-6	0	3	0.0	2	6	4	2
CCOC(=O)c1sc(=NC(=O)c2ccc(Br)cc2)n(C)c1C	0	51*	-3	-3	1	1.4	4	-3	6	-6
O=c1c2ccccc2c(=O)n(-c2ccccc2)n1-c1ccccc1	2	8	-1	-3	2	0.2	1	7	2	5
CC(C)n1cc(/C=C2/NC(=O)N(c3cccc(Cl)c3)C2=O)c2ccccc21	1	8	-8	1	9	-1.6	12	-2	8	2
CN(CCCNS(=O)(=O)c1cccc2cccnc12)Cc1ccccc1	-6	-1	-2	3	2	0.6	-1	4	3	9
CCOC(=O)c1sc(NC(=O)CSc2nnnn2-c2ccccc2)nc1C	0	3	0	1	-3	-1.5	3	-3	-7	9
CC(C)CCN(C)C1CCN(C(=O)Nc2ccccc2)CC1	1	-3	x	-1	x	x	0	-4	-5	8
O=[N+]([O-])c1ccc(S(=O)(=O)Nc2ccc(-c3ccccc3)cc2)cc1	1	6	-8	-2	0	-1.4	45*	-3	2	-2
CC(=O)Nc1ccc2c(CN3C(=O)NC(C)(c4ccc(C)cc4)C3=O)cc(=O)oc2c1 (configuration not stated)	0	2	-7	-1	5	-3.2	4	0	-4	-12
COc1ccc(-c2ccc3nnc(SCC(=O)N4CCCC4)n3n2)cc1	0	-3	-1	-1	4	0.9	-3	1	10	12
COc1ccc(C2CC(=O)N3CN(c4ccc(C)c(Cl)c4)CSC3=C2C#N)cc1 (configuration not stated)	44*	-5	-26	5	-8	2.5	38*	16	-18	-6
Cc1ccccc1OCCC(=O)OCC(=O)NNC(=O)c1cccs1	2	5	0	-2	4	1.9	3	3	4	2
COC(=O)N(C)C[C@H]1OCc2cnnn2CCCC(=O)N([C@@H](C)CO)C[C@@H]1C	-1	0	0	4	0	-1.4	4	0	0	-7
O=C1NC2(CCN(Cc3ccccc3)CC2)Oc2ccccc21	-3	1	2	0	4	-3.1	-3	5	0	-8
Cc1cc(C)cc(N(C(=O)c2csnn2)C(C(=O)NC(C)(C)C)c2cccs2)c1 (configuration not stated)	-3	-4	-7	1	0	-0.1	-5	6	-2	-4
Cc1oc2cc3oc(=O)c(CCC(=O)NC4CC4)c(C)c3cc2c1C	3	6	1	-1	2	-0.3	0	-3	5	5
CC(=O)C1=C(O)C(=O)N(c2cccc(C(=O)O)c2)C1c1ccccc1F (configuration not stated)	1	-4	2	-1	-6	-0.4	-1	7	-4	8
S=C(Nc1ccccc1)NC1CCN(Cc2ccccc2)CC1	5	-6	-4	3	-9	1.5	0	-4	1	1
CCCCCn1c(CN2CC(C)OC(C)C2)nc2c1c(=O)n(C)c(=O)n2C (configuration not stated)	0	0	2	2	5	-1.4	-1	-9	7	3
CC(C)N(Cc1cn(Cc2ccccc2)nn1)S(=O)(=O)c1ccccc1Br	2	-4	x	1	x	x	5	-2	1	5
Nc1cc(=O)[nH]c(=O)n1-c1cccc(F)c1	0	-5	-3	0	0	0.9	-3	-23	2	-4
Cc1nc(N2CCN(c3ccccn3)CC2)c2c(C)c(C(=O)Nc3c(C)cc(Br)cc3C)sc2n1	0	28*	-8	1	6	-1.8	1	-10	17*	14
NC(=O)/C=C\C(=O)Nc1cccc(C(F)(F)F)c1	51*	10	-1	-1	-5	2.4	-2	7	-5	2
COc1ccccc1N(C)S(=O)(=O)c1ccc(C(=O)NC2=NCCS2)cc1	1	-4	-1	2	3	-0.3	-2	-2	-3	0
Additional structures
SMILES	PRMT1 inh	Rev-erbA mod	HTRA1 inh	LEDGF integ inh	TCR-CD3 inh	PG9 Ab binder	rCAG binder	ABHD4 inh	SIAE primary	TDP2 inh
Cn1cc(CN2CCCC(C(=O)c3cccs3)C2)c(-c2cccc(Cl)c2)n1 (configuration not stated)	3	7	-12	-6	-6	-1.1	-2	-2	-8	-11
CC(C1=C(CCN(C)C)Cc2ccccc21)c1ccccn1 (configuration not stated)	0	3	10	3	2	1.6	-2	-1	8	2
COc1ccc(-n2ncc(Cl)c(Cl)c2=O)cc1	-5	0	x	-3	3	-1.2	-3	0	0	10
CCN1C/C(=C/c2cccc([N+](=O)[O-])c2)C(=O)/C(=C/c2cccc([N+](=O)[O-])c2)C1	4	3	20	-1	-10	7.2	13	-2	-2	-7
O=C(CNS(=O)(=O)c1ccc2ccccc2c1)Nc1ccc(F)c(F)c1F	0	-2	-11	3	6	-0.4	7	-4	8	-5
Cc1sc2nc(CSCC(=O)N(C)CC(=O)Nc3ccc(F)cc3)[nH]c(=O)c2c1C	23*	-1	-5	4	6	0.1	2	3	7	10
Cc1ccc(C)c(NC(=O)COC(=O)c2c(C)nn(-c3ccccc3)c2C)c1	-2	-4	2	-1	2	0.0	1	2	4	-11
CN(C)c1ccc(NC(=S)NC(=O)/C=C/c2ccc(Cl)cc2)cc1	3	2	3	1	-3	-1.4	4	2	2	7
